Screening results as filed in PubChem BioAssay.
Epigenetic reg: Quantitative High-Throughput Screen for Regulators of Epigenetic Control | murine LDR cells, GFP reporter derepression, 30 h | Potency, µM (top dose mostly 53.9 µM), without a hit: top-dose GFP activation, most hits filed as activators | 280,000 compounds, 0.2% hits; further: potency means the concentration at half of the fitted maximal effect; % of control where 0% means no effect; nearly all actives have a fitted effect of over 60% in size
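Readout is the number of GFP-expressing murine LDR cells, counted by cytometry following washing. Cells were treated with compound for 30 h at 37 C; the stably integrated CMV-GFP locus is normally silent.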
IMPase Li inh: qHTS Assay for Identifying the Cell-Membrane Permeable IMPase Inhibitors: Potentiation with Lithium; CHO-M1 cells, IP1 TR-FRET (IP-One), carbachol + lithium; Potency, µM (top dose mostly 59.4 µM), inactives show top-dose activity, negative = IMPase inhibition, actives largely listed as inhibitors; 210,000 compounds, 0.35% hits; AID 1457, 2008;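 further: IP1 builds up when IMPase is blocked and the TR-FRET signal falls; potency means the concentration at half of the fitted maximal effect; plate controls were basal vehicle for no effect and high inhibitor control for full effect; nearly all actives have a fitted effect of over 50% in size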
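Concentration–response in CHO-M1 cells, lithium-potentiated; 30 min at 37C. IP1 detected by competitive TR-FRET after 10 min lysis at RT. Hill-fitted AC50.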
Luc counter: Counterscreen for Luciferase (Kinase-Glo TM) Inhibition | Potency, µM (top dose mostly 38.3 µM), without a hit: top-dose activity change, negative = inhibition, actives largely listed as inhibitors | Kinase-Glo luciferase, ATP luminescence, 8 min | 200,000 compounds, 0.28% hits | Luciferin 4-monooxygenase (Photuris pensylvanica), Q27757; further: potency means the concentration at half of the fitted maximal effect; on the % scale 0 is the no-effect control and ±100 the full control effect; nearly all actives have a fitted effect of over 60% in size
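Substrate mix (final 50 mM imidazole pH 7.2, 50 mM KCl, 7 mM MgCl2, 10 uM ATP, 0.01% Tween 20, 0.05% BSA) plus pin-tool compound, then Kinase-Glo detection mix; 8 min ambient, luminescence read.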
LMNA splice mod: qHTS Assay for Modulators of Lamin A Splicing; Potency, µM (top dose mostly 46.1 µM), inactives show top-dose ratio change, negative = inhibition, usual class: inhibitors; HeLa LMNA splicing GFP/RFP minigene ratio, 48 h; 200,000 compounds, 0.01% hits; active means well fitted inhibition curve with a large enough effect in the signal ratio, with a control signal flat, not every such curve was filed as active; inconclusive means small, poorly fitted or top-dose-only effect, or effect the other way, or a change in a side signal; the % refers to the signal ratio; further: potency means the concentration at half of the fitted maximal effect; on the % scale 0 is the no-effect control and ±100 the full control effect
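S3 HeLa cells stably expressing lamin A-EGFP splicing minigene plus DsRed2, 600 cells/well, 48 h compound exposure at 37C. Laser-scanning cytometry; analysed as GFP (500-530 nm)/RFP (575-640 nm) total intensity ratio; 0.5% DMSO vehicle.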
HTT aggregate: qHTS Multiplex Assay to Identify Dual Action Probes in a Cell Model of Huntington: Aggregate Formation (GFP) | PC12 HttQ103-GFP aggregates, Acumen cytometry, 40 h | Potency, µM (series often up to 46.1 µM), inactives show at the top dose activity change, negative = inhibition, hits mostly inhibitors | 220,000 compounds, 1.1% hits | AID 1688, 2009; further: potency means the concentration at half of the fitted maximal effect; on the % scale 0 is the no-effect control and ±100 the full control effect; nearly all actives have a fitted effect of over 60% in size
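Read-out: GFP aggregate count by laser scanning cytometer (488 nm excitation, 500-530 nm emission, 1–25 µm objects >6 SD above background). Cells: PC12, inducible HTTex1-Q103-GFP, 100 nM tebufenozide; compounds titrated.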
CBFb-RUNX1 inh: qHTS Assay for Compounds Blocking the Interaction Between CBF-beta and RUNX1 for the Treatment of Acute Myeloid Leukemia; Potency, µM (top dose mostly 59.8 µM), inactives show at the highest dose activity, negative = inhibition, actives largely listed as inhibitors; 230,000 tested, under 10 active; Runt-related transcription factor 1 (Homo sapiens) + Core-binding factor subunit beta …; AlphaScreen CBFb-His/RUNX1-biotin binding, biochemical; further: % of control where 0% means no effect
Target sequence (Q01196 whole entry, looked up): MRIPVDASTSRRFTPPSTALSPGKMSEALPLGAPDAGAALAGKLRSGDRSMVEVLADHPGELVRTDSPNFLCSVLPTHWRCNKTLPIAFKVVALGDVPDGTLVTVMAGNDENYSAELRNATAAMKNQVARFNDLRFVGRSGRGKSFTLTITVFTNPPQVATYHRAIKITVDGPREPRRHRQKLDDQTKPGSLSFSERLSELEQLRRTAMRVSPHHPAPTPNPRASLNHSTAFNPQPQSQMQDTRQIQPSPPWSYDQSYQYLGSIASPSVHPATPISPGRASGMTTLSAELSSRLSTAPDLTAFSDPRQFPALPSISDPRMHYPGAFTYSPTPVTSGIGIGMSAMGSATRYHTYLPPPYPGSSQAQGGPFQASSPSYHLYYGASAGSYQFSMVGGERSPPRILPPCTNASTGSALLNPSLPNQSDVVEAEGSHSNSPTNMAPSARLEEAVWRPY
Target sequence (Q13951 whole entry, looked up): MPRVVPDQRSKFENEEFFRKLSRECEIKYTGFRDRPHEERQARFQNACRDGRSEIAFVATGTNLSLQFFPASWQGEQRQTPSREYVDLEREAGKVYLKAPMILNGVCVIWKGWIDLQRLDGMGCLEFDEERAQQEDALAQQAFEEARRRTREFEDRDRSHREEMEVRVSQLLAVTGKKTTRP
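Proteins preincubated together for 20 min at RT before compound addition; 15 min later, nickel and streptavidin beads were added and left 90 min prior to AlphaScreen measurement.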
NPSR antag: qHTS Assay for Antagonists of the Neuropeptide S Receptor: cAMP Signal Transduction | AID 1461, 2008 | CHO-NPSR cells, cAMP TR-FRET, antagonist mode | Potency, µM (series often up to 38.3 µM), for inactives: top-dose activity change, negative = inhibition, usual class: inhibitors | 220,000 compounds, 1% hits | Q6W5P4; further: potency means the concentration at half of the fitted maximal effect; on the % scale 0 is the no-effect control and ±100 the full control effect; nearly all actives have a fitted effect of over 50% in size; many of its hits are not listed in these tables
Target sequence (Q6W5P4 whole entry, looked up): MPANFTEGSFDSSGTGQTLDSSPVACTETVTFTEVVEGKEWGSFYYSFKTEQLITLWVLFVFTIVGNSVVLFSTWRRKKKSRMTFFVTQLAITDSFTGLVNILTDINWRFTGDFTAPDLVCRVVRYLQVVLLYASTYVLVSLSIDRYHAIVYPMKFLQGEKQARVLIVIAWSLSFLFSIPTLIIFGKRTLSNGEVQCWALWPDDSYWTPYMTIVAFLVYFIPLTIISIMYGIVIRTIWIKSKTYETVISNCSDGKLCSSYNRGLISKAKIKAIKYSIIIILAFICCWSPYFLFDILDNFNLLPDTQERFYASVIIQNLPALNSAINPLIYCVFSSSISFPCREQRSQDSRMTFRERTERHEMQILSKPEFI
* marks the source's active call; other numbers are inactive results; ? = inconclusive; . = not tested or not shown; & = joins results of further samples; [ ] = dose if it differs, or a comment. Unless noted, the call rests on the fitted dose curve; in most records, active means well fitted curve in the direction sought with a large enough effect; inconclusive means small, poorly fitted or top-dose-only effect, or another doubt; inactive means no such curve, though single readings can be large; an effect the other way counts as inactive or inconclusive.

Structure,NPSR antag,HTT aggregate,IMPase Li inh,Luc counter,LMNA splice mod,CBFb-RUNX1 inh,Epigenetic reg
Cc1ccccc1OCC(=O)N/N=C/c1cccc(Oc2ccc([N+](=O)[O-])cc2[N+](=O)[O-])c1,-20.4%,-15.8%,-1.1%,2.0%,-7.3%,-21.5%,0.0%
O=C(Nc1ccc2nsnc2c1)c1cccs1,12.9%[46.1 µM],-15.9%,5.5%[38.3 µM],-14.2%,16.2%,26.2%,0.7%
CCOC(=O)C1=NOC2C3CC(C12)C1C(=O)N(CCc2ccc(OC)c(OC)c2)C(=O)C31 (configuration not stated),11.6%,-19.0%[9.22 µM],.,.,.,2.3%,2.5%
Cc1ccc(N(CC(=O)N2CCc3ccccc32)S(=O)(=O)c2cccs2)cc1,-23.1%[46.1 µM],7.4%[9.22 µM],30.3%[activator][38.3 µM],2.0%,-3.2%,3.6%,-0.3%
C=CCc1cccc2cc(C(=O)NC)c(=O)oc12,-1.0%[46.1 µM],19.6%,23.8%[38.3 µM],-2.4%,12.3%,7.7%,0.0%
O=C(Nc1ccc(F)cc1F)Nc1ccccc1C(=O)NCCN1CCNC1=O,-4.0%,6.9%[9.22 µM],.,.,.,0.5%,1.6%
COC(=O)c1ccc(OCC2c3cc(OC)c(OC)cc3CCN2C(C)=O)cc1 (configuration not stated),15.2%,-15.5%,22.6%,1.2%,.,-4.2%,1.1%
COc1ccc(C)cc1NC(=O)CN1CCN(S(=O)(=O)c2ccc(Cl)cc2)CC1,-27.5%[46.1 µM],-2.5%,39.8%[activator][38.3 µM],-3.5%,19.0%,4.8%,0.9%
O=C1c2cccnc2C(Nc2ccccc2Br)N1Cc1ccco1 (configuration not stated),-11.1%,-20.4%,13.3%,-7.0%,.,-0.9%,0.9%
COc1ccc(S(=O)(=O)N(C)c2ccc(C(=O)N3CCCCC3)cc2)cc1OC,-8.4%,-14.4%[9.22 µM],.,.,.,6.8%,-1.0%
CN(CCO)CCOCCOc1cccc2ccccc12,12.3%,-10.9%,-2.6%,2.6%,7.0%[46 µM],-7.3%,1.4%
CCCCOc1ccccc1NC(=O)c1scc2c1OCCO2,-57.8%,12.6µM*,13.6%,-0.7%,26.5%[9.22 µM],6.5%,1.2%
Oc1ccc(Cl)cc1CNn1cnnc1,-6.2%,9.7%[9.22 µM],-7.7%,-5.2%,.,-13.4%,0.0%
COC(=O)c1ccc(CSc2nccn2C)cc1,14.6%[46.1 µM],-3.8%,3.1%,-1.7%,-5.2%,10.0%,0.9%
O=C(NCc1n[nH]c(=S)n1Cc1ccccc1)c1ccc(Cl)cc1Cl,-18.8%,-3.7%,11.0%,1.1%,.,2.0%,0.0%
COc1cc2nc(COc3ccccc3[N+](=O)[O-])oc(=O)c2cc1OC,2.4%,2.1%,-0.3%,-1.1%,-2.3%,5.2%,1.6%
Cc1cc(C)n(CC(O)COc2ccccc2C)n1 (configuration not stated),13.6%,-3.9%[9.22 µM],3.2%,-0.1%,.,0.5%,-4.9%
CCOC(=O)/C(C#N)=C1\C(=O)N(Cc2ccccc2)c2ccccc21,?,2.3%[9.22 µM],.,.,.,3.0%,3.9%
CC(C)(CO)CNC(=O)c1ccc(OC2CCN(C(=O)C3CC3)CC2)cc1,-12.3%,0.0%[9.22 µM],-3.7%,.,.,3.6%,1.1%
Cn1c(C2=C(O)CN(Cc3ccccc3)C2=N)nc2ccccc21,-23.6%,-13.2%[9.22 µM],.,.,.,6.9%,0.0%
CC(=O)Nc1ccc2c(c1)CN(c1cc(C)ccc1C)CO2,14.7%,-9.2%,10.1%,-5.1%,-9.8%,-1.5%,0.0%
COC(=O)C1=C(C)N(Cc2cccnc2)C(=O)/C1=C\c1cccs1,37.5%,-11.1%[9.22 µM],24.3%,0.1%,-23.8%[46 µM],?,0.0%
Cc1nnc(NC(=O)CSc2nc(CC(C)C)nc3c2c(=O)n(C)c(=O)n3C)s1,-8.3%,-12.4%,1.7%,9.4%,13.7%[9.22 µM],-6.1%,0.1%
COc1cc(OC)cc(C(=O)N[C@H](C(=O)Nc2ccc(NC(C)=O)cc2)C(C)C)c1,5.2%,6.2%[9.22 µM],5.8%,1.3%,-15.6%[46 µM],1.1%,-0.2%
COc1ccc(N2CCN(C(=O)CN(c3ccccc3)S(=O)(=O)c3ccc(OC)cc3)CC2)cc1,-28.9%[46.1 µM],7.7%,38.6%[activator][38.3 µM],-3.9%,9.0%,-21.6%,-1.5%
CCC(=O)Oc1ccc(NC(=O)c2ccco2)cc1,17.4%,32.6%,-4.0%,?,-25.2%[46 µM],-3.5%,1.0%
CSc1nc(N2CCOCC2)c2c(c1C#N)CC(C)(C)OC2,-3.5%[46.1 µM],-9.5%,8.3%[38.3 µM],-2.1%,-13.8%,4.0%,0.5%
O=C(Nc1ccc(Cl)c(Cl)c1)Nc1ccc(N2CCCC2)c(S(=O)(=O)Nc2ccccc2Cl)c1,-58.0%,?,-0.2%,-1.4%,?,-5.0%,7.5%
CCOc1cc(C(=S)N2CCN(C)CC2)ccc1OCC(=O)N1CCOCC1,-28.2%[46.1 µM],-11.2%,22.7%[38.3 µM],5.3%,3.6%,0.9%,-1.1%
O=C(COC(=O)C1CCCCC1C(=O)N1CCc2ccccc21)NCc1ccco1 (configuration not stated),18.4%[7.67 µM],17.4%,9.7%[38.3 µM],0.5%,-0.7%,-18.2%,1.3%
C=CCNC(=O)c1ccc(CNS(=O)(=O)c2ccc(NC(C)=O)cc2)cc1,-1.4%[46.1 µM],26.1%,13.0%[38.3 µM],-1.1%,9.2%,13.8%,2.6%
CSc1ccc(Cl)c(C(=O)OCC(=O)NCC(C)C)c1,-1.2%[46.1 µM],-1.8%,-7.6%[38.3 µM],-2.8%,-4.3%,3.9%,7.3%
COc1cc(NC(=O)N2CCNC2=O)cc(C(=O)Nc2cccc(C(F)(F)F)c2)c1,-10.6%,3.6%[9.22 µM],.,.,.,3.0%,-1.9%
O=c1cc(C(F)(F)F)nc(-c2ccccc2)[nH]1,-4.9%[46.1 µM],5.5%,6.5%[38.3 µM],-3.2%,2.3%,-1.2%,0.7%
Cc1nnc(C)n1/N=C/C=C/c1ccccc1,-13.2%[46.1 µM],16.1%,7.8%[38.3 µM],1.4%,-9.5%,1.7%,-1.5%
Cc1ccc(C(=O)Oc2coc(CSc3nnc(NC(=O)C4CC4)s3)cc2=O)cc1,24.6%,9.7%,-0.8%,2.2%,-8.3%,6.5%,-1.0%
CCOc1ccccc1N(CC(=O)OC)S(=O)(=O)c1ccccc1,-7.0%[46.1 µM],10.8%,14.1%[38.3 µM],-4.5%,8.9%,5.6%,0.7%
COC(=O)CN(Cc1ccco1)S(=O)(=O)c1ccccc1,-12.6%[46.1 µM],-7.8%,15.0%,1.9%,1.8%,2.6%,-2.2%
COc1cc(C)c(S(=O)(=O)N2CCN=C2c2ccccc2)cc1C,1.2%,-14.0%,-6.5%,-5.9%,-5.0%,-4.8%,-1.3%
NC1=NS(=O)(=O)NC1c1cccc(F)c1 (configuration not stated),12.0%,-3.0%,-5.3%,0.1%,.,2.3%,-1.1%
CS(=O)(=O)N(CC(=O)N1CCN(c2ccccc2)CC1)c1cc(C(F)(F)F)ccc1Cl,-17.7%[46.1 µM],?,24.9%[38.3 µM],-5.6%,-13.5%,2.5%,0.0%
Cc1nc(NCc2ccccc2)c2nc(-c3ccccc3)n(CC3CCN(C)CC3)c2n1,.,.,-5.8%,0.2%,.,13.5%,0.4%
COc1ccc(-n2c(N)c(C(=O)NCc3ccco3)c3nc4ccccc4nc32)c(OC)c1,-14.2%[46.1 µM],-2.3%,1.7%[38.3 µM],1.1%,?,21.7%,0.1%
O=C(NC1CCCCC1)c1nc2c(nnn2Cc2ccccc2Cl)c(=O)[nH]1,-6.9%[46.1 µM],?,12.5%,-0.2%,-2.4%,2.8%,2.2%
CCCN(Cc1cc2cc(OC)ccc2[nH]c1=O)C(=O)c1ccncc1,1.4%[46.1 µM],4.1%,-10.0%[38.3 µM],2.0%,-8.9%,-2.9%,7.4%
O=C(O)c1ccc2c(c1)N(Cc1cccc(F)c1)C(=O)CS2,-14.0%[46.1 µM],13.7%,12.1%[38.3 µM],2.2%,-3.6%,0.5%,0.8%
CNC(=O)/C(C#N)=C/c1c(F)cccc1Cl,-6.4%,3.9%,5.1%,-3.2%,?,-5.5%,-0.9%
Cc1ccc(-c2nnc(NCc3nc4ccccc4[nH]3)c3ccccc23)cc1S(=O)(=O)N1CCCCC1,-26.4%,2.4%,18.7%,3.0%,-6.0%,-21.7%,?
COC(=O)Cc1c(O)ccn(CCc2ccc(OC)c(OC)c2)c1=O,2.3%,6.0%[9.22 µM],2.1%,2.2%,.,-1.0%,2.5%[10.1 µM]
C(=NC12CN3CN(CN(C3)C1)C2)c1ccc2c(c1)OCO2,-7.8%[46.1 µM],-3.8%,22.8%[38.3 µM],0.7%,2.5%,-0.2%,-1.0%
CSc1ccccc1NC(=O)c1ccc(C)o1,8.1%[46.1 µM],4.5%,8.1%[38.3 µM],-12.0%,10.1%,2.6%,-5.9%
S=C(Nc1cccc(Cl)c1)Nc1cccc2cnccc12,26.5%,?,18.9%,-3.0%,?,-1.8%,0.0%
COc1cc(/C=N/NC(=O)c2cc(C3CC3)[nH]n2)ccc1O,-23.4%,-13.6%[9.22 µM],.,.,.,3.1%,2.5%
CC(=O)Nc1nc(C)c(-c2csc(Nc3ccccn3)n2)s1,-15.8%&10.6%,?,5.2%,-6.9%,?,-12.0%&1.3%,2.4%&-0.4%

The list is partial (hit frequency here may not be typical).
